Neddylation inh: inhibitors of human cullin neddylation | P61081+Q13564 | TR-FRET cullin neddylation, biochemical | calls only at 25 µM | 0.58% of 360,000 active; in the data active means inhibition above about 36%
MT1-MMP act inh: blocks activation of human MT1-MMP; HT1080 RFP-PRO-GFP cells, GFP/RFP ratio fluorescence, overnight; percent of plate control window, DMSO zero; GFP/RFP ratio change, % at 20 µM; 0.061% of 360,000 active; AID 651647;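 active means GFP/RFP ratio change of at least 30% with cell ATP level not reduced by more than half and red fluorescence within 50% of control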; further: strong numbers were not always called active
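Assay system – RFP-PRO-GFP reporter HT1080 cells · Compound dosing – single dose of 20 µM compound, 1% DMSO final · Incubation – overnight compound exposure at 37 °C · Measure – GFP/RFP fluorescence ratio · Benchmarks – DMSO wells and RFP-L50D-GFP cells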
E coli Lon inh: inhibits E. coli Lon protease; purified E. coli Lon protease, fluorescence polarization; 0.42% of 360,000 active; inhibition, % at 7.94 µM; in the data active means inhibition above about 13%, passing the limit was not always enough;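 further: 0% = enzyme with probe and DMSO and 100% = no enzyme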
NRP1-CendR mod: alters CendR peptide binding to human NRP-1; O14786; inhibition, % at 25 µM; 0.85% of 360,000 active; FAM-RPARPAR peptide binding to NRP-1, fluorescence polarization;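 active means inhibition or corrected inhibition above about 18%, plus a signal ratio from 0.5 to 1.5, limit read from the data, passing the limit was not always enough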; further: strong numbers were not always called active
PABP1 MLLE inh: inhibitors of microRNA-mediated deadenylation, human PABP1 MLLE binding; P11940; GST-MLLE / FITC-PAM2 fluorescence polarization; inhibition, % at 20 µM; 0.36% of 360,000 active; AID 588489; in the data active means inhibition above about 35%, passing the limit was not always enough;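 further: plate controls were DMSO wells with GST-MLLE for no effect and wells lacking GST-MLLE protein for full effect; some results filed as inactive read as strong as hits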
MsrA act: bovine methionine sulfoxide reductase A activation. activation, % at 10.6 µM. purified bovine MsrA, absorbance read-out. AID 602163. 0.3% of 360,000 active; in the data active means activation above about 7.5%;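 further: 0% = vehicle and 100% = reference activator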
FAS-TE inh: FAS thioesterase (human) inhibition. recombinant FAS-TE, OMFH fluorogenic substrate, fluorescence endpoint. P49327. 0.67% of 360,000 active. inhibition, % at 15 µM;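 active means compounds whose normalised, plate-corrected inhibition of enzyme fluorescence in the single-dose primary screen is 50% or more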;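 further: 0% = DMSO with enzyme and 100% = substrate without enzyme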
SKN-1 block: C. elegans SKN-1 inhibition; AID 624304; inhibition, % at 21.8 µM; 0.49% of 360,000 active; C. elegans VP596 Pgst-4::GFP/RFP ratio, acrylamide-induced, 24 h;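 active means interference check ratio from 0.5 to 1.5 plus GFP to RFP signal ratio inhibition reaching or exceeding a fixed threshold, cut at about 30% in these data, passing the limit was not always enough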; further: some compounds called inactive have numbers as strong as hits
Rin1-Abl PPI inh: inhibitors of human Rin1-Abl protein interaction; P00519+Q13671; TR-FRET Rin1/Abl binding, biochemical; inhibition, % at 7.35 µM; 0.4% of 360,000 active; in the data active means inhibition above about 5%, passing the limit was not always enough
The depositor's hits bear a star; i = inactive; . = not tested or not shown; + = active, no number. Hits appear at their usual frequency; 4% or so of the library scored in one or more.

canonical_smiles	Neddylation inh	MT1-MMP act inh	E coli Lon inh	NRP1-CendR mod	PABP1 MLLE inh	MsrA act	FAS-TE inh	SKN-1 block	Rin1-Abl PPI inh
Cc1nn(CC(=O)NCCCN2CCCCC2)c(=O)c2cccn12	i	-2	6	0	1	-10	-4	-10	-1
COc1cccc(C(=O)Nc2c(C(N)=O)oc3ccccc23)c1	i	-3	-5	8	-1	-3	-1	-8	0
CCC(=O)Nc1c(C#N)c2nc3ccccc3nc2n1-c1ccccc1C	.	-3	-3	3	2	-4	-8	15	0
CCN(CC)C(=O)C1=C(C)N(Cc2ccc(OC)cc2)C(=O)C(CC(=O)NCc2cccc3ccccc23)C1 (centres undefined)	i	1	-3	-19	-2	-2	6	15	4
CC(=O)c1cccc(OCCN2C(=O)NC(C)(C)C2=O)c1	i	8	-1	-7	1	-1	-13	0	3
Cc1ccc(CNS(=O)(=O)c2ccc3c(c2)NC(=O)CS3)cc1	i	-2	3	5	3	-1	-3	13	-5
O=C(CN(C(=O)Cn1nnc(-c2ccc(F)cc2)n1)c1cccc(F)c1)NC1CCCC1	i	1	4	12	-9	-4	14	9	-2
CC(=O)NCCNC(=O)c1ccc(CSc2ccc(Cl)cc2)cc1	i	2	5	-13	15	-1	-1	0	5
N#Cc1ccc(-c2csc(-c3ccno3)n2)cc1	i	1	8	2	12	-2	3	18	-1
O=C(NNC(=O)c1cc2ccccc2[nH]1)OCc1ccccc1	i	1	-1	2	5	-1	-5	4	2
O=C1C[C@@H]2c3c(cccc3CN1Cc1ccccc1)C[C@@H](O)[C@H]2O	i	3	-14	-4	2	-1	-5	0	-1
CCN(CC(=O)Nc1c(F)cccc1F)C(=O)COc1ccc2c(c1)CCC2	i	-2	-1	0	16	-2	-3	-6	-1
CCC(SC1=Nc2ccccc2C2=NC(CC(C)C)C(=O)N12)C(=O)Nc1ccc2c(c1)OCO2 (centres undefined)	i	0	10	-2	14	0	15	15	2
Cc1cc(NC(=O)CSc2nnc(CNC(=O)c3c(F)cccc3F)o2)no1	i	0	1	-1	-8	-3	-6	1	0
CC(OC(=O)CNC(=O)c1cccs1)C(=O)Nc1ccc(S(N)(=O)=O)cc1 (centres undefined)	i	3	5	-2	-14	-10	-3	-2	-1

More results
canonical_smiles	Neddylation inh	MT1-MMP act inh	E coli Lon inh	NRP1-CendR mod	PABP1 MLLE inh	MsrA act	FAS-TE inh	SKN-1 block	Rin1-Abl PPI inh
CCOC(=O)c1ccc(NC(=S)N2CCSC2c2c(F)cc(F)cc2F)cc1 (centres undefined)	i	7	-10	-8	-9	-5	31	7	-3
CC(=O)c1c(C)[nH]c(C(=O)N(C)CC(=O)Nc2ccc(Cl)c(C(F)(F)F)c2)c1C	i	8	-7	2	-5	-2	15	8	-2
O=C(NCc1ccco1)C(c1ccccc1)N(C(=O)Cc1cccs1)c1cccnc1 (centres undefined)	i	12	0	16	4	-4	2	3	2
Cc1cc(C(=O)OCC(=O)Nc2cccc([N+](=O)[O-])c2)c(C)o1	i	3	2	6	2	-1	66*	-14	4
Cc1ccc(C(=O)O)cc1NC(=O)C1=CSCCO1	i	3	-3	5	7	-2	-6	-4	0
CSc1ccccc1NC(=O)CN(C)Cc1cccc(Cl)c1	i	-4	0	14	9	-6	21	10	-3
Cc1ccc(CN2CCN(Cc3cnc(C)s3)CC2CCO)o1 (centres undefined)	i	3	-10	0	10	-6	-8	21	5
COc1ccc2cc(C(=O)N3CCCCCC3)sc(=O)c2c1OC	i	5	-9	6	9	-5	-1	14	-1
CC(=O)NC(N(C#N)c1nc(Cl)nc(N(C)C)n1)C(Cl)(Cl)Cl (centres undefined)	i	2	-1	6	20	-7	-1	-3	3
O=C(NCc1ccccc1)N1CCOc2ccccc21	i	0	4	-4	-9	3	-2	-4	5
O=c1[nH]c2ccccc2c(O)c1Cc1ccccc1	i	0	-4	5	-8	-8	-8	-13	2
Cc1c(Cc2ccccc2)c(=O)oc2cc(OCC(=O)NCC(O)c3ccccc3)ccc12 (centres undefined)	i	6	5	3	-3	-7	8	0	-3
COCCN1C(=O)CN(S(C)(=O)=O)CC1(C)C(=O)Nc1ccc2c(c1)OCCO2 (centres undefined)	i	-1	.	0	.	.	.	0	.
Cc1ccccc1C(=O)Nc1cccc(NC(=O)c2ncn[nH]2)c1	i	0	-1	0	-3	-4	-19	-4	2
COc1ccccc1NC(=O)c1ccccc1NC(=O)c1cccs1	i	1	7	-2	-2	-1	17	-2	0

Full records from above.
Results for Cc1ccc(CN2CCN(Cc3cnc(C)s3)CC2CCO)o1 (centres undefined) → Neddylation inh: i; MT1-MMP act inh: 3; E coli Lon inh: -10; NRP1-CendR mod: 0; PABP1 MLLE inh: 10; MsrA act: -6; FAS-TE inh: -8; SKN-1 block: 21; Rin1-Abl PPI inh: 5
Results for CCOC(=O)c1ccc(NC(=S)N2CCSC2c2c(F)cc(F)cc2F)cc1 (centres undefined) → Neddylation inh: i; MT1-MMP act inh: 7; E coli Lon inh: -10; NRP1-CendR mod: -8; PABP1 MLLE inh: -9; MsrA act: -5; FAS-TE inh: 31; SKN-1 block: 7; Rin1-Abl PPI inh: -3

(cont.)
canonical_smiles	Neddylation inh	MT1-MMP act inh	E coli Lon inh	NRP1-CendR mod	PABP1 MLLE inh	MsrA act	FAS-TE inh	SKN-1 block	Rin1-Abl PPI inh
CCC(=O)NC(=S)Nc1ccc(NC(=O)c2ccc(Br)o2)cc1	i	3	7	11	9	-3	2	-3	5
COC(=O)c1cc(CN2CCN(c3ccccc3C)CC2)ccc1O	i	-1	-1	-3	0	-3	10	0	-1
O=C(O)c1ccccc1NS(=O)(=O)c1ccc(NNC(=S)Nc2ccc(OC(F)F)cc2)c([N+](=O)[O-])c1	i	8	-4	26*	23	-1	4	1	-2
CCCCCN(C(=O)COC(=O)c1ccc(Br)o1)c1c(N)n(CCCC)c(=O)[nH]c1=O	i	4	3	-14	-1	-1	-7	5	0
CC1CN(CC(=O)NCc2ccc(F)cc2)CC(C)O1 (centres undefined)	i	-1	-3	-6	-5	6	-9	1	1
COc1cccc(NC(=O)Nc2ccc3c(c2)nnn3C)c1	i	-2	-3	-10	-8	-8	-3	6	0
CCOc1cc(CC(=O)N[C@@H](CC(C)C)c2ccccc2N2CCCCC2)ccc1C(=O)O	i	-1	-10	-12	-25	-1	5	10	-3
CN(Cc1ccccc1F)C(=O)c1ccc2c(=O)n3c(nc2c1)CCC3	i	-1	-4	-14	-8	-1	2	1	-2
S=c1[nH]nc(-c2ccncc2)n1/N=C/c1cccc(Cl)c1	i	-9	-5	-3	-60	-5	-1	8	0
CC(C)CNS(=O)(=O)c1ccc(CCC(=O)NCc2ccncc2)cc1	i	-1	-2	-4	-2	-1	-6	3	3
Cc1ccc(NC(=O)CCCSc2ccccc2)cc1S(=O)(=O)N1CCOCC1	i	-1	-4	-9	8	6	28	10	-1
COc1cccc(CN2CCN(Cc3nc(-c4cccs4)oc3C)CC2CCO)c1 (centres undefined)	i	-11	-3	0	-3	-8	-12	6	-4
Cc1cccc(-n2c(=O)cc(N3CCN(c4ccc(F)cc4)CC3)[nH]c2=O)c1	i	0	-11	6	7	-2	-2	1	-1
O=C(Cc1ccc([N+](=O)[O-])cc1)NCc1ccccn1	i	1	-4	8	-3	-5	1	-11	2
COc1ccccc1N1C(=O)CSC1=S	i	2	16	-12	17	-11	-7	-17	-1

Other results
canonical_smiles	Neddylation inh	MT1-MMP act inh	E coli Lon inh	NRP1-CendR mod	PABP1 MLLE inh	MsrA act	FAS-TE inh	SKN-1 block	Rin1-Abl PPI inh
Cc1c(C(=O)O)nnn1-c1ccccc1	i	11	-7	-6	-1	-5	-6	8	1
Cc1ccc(S(=O)(=O)Nc2c(NC3CCCCC3)c3ccccc3oc2=O)cc1C	+	-3	4	1	7	-2	12	6	-3
CC1(C(=O)NS(=O)(=O)c2ccccc2C(F)(F)F)CCN1C(=O)c1cccc(F)c1 (centres undefined)	i	0	-1	-1	-5	-2	-9	0	-6
Cc1cnc(C(=O)Nc2ccc(S(=O)(=O)N(C(C)C)C(C)C)cc2)cn1	i	1	-3	-1	6	-1	-2	7	-1
CSc1cccc(NC(=S)NN(C)C)c1	i	11	6	-8	1	-2	-6	-8	-1
COC(=O)c1cccc(C(=O)N2CCCC(C(=O)c3ccccc3OC)C2)c1 (centres undefined)	i	-6	0	-3	-5	-3	-2	13	-5
O=C(OC1CCOC1=O)c1cccc(S(=O)(=O)N2CCc3ccccc3C2)c1 (centres undefined)	i	1	-1	-6	4	-4	5	-11	-2
COc1ccc(-c2noc(C3CCCN(C(=O)Nc4ccccc4F)C3)n2)cc1 (centres undefined)	i	2	12	13	-1	-2	7	-5	-2
CC1(C)Cc2nc(-c3ccccc3)nc(SCC(=O)N3CCCC3)c2CO1	i	-3	1	-4	-14	-5	-1	4	-1
COc1ccc(/C=N/NC(=O)CN2CCCCCCC2)c(C)c1C	i	2	-5	-7	-6	-3	-3	2	0
CC(C)COc1ccc(N)cc1OCC(C)C	i	9	4	2	1	-3	0	5	4
O=C(COC(=O)/C=C/c1ccco1)Nc1ccccc1	i	2	-4	-7	-10	-2	-1	0	0
COc1ccc(-c2cc3ccccc3n2CC(O)CN2CCCCC2)cc1 (centres undefined)	i	0	-8	0	-5	-4	-10	-10	1
Nc1nonc1-n1nnc(C(=O)N/N=C\c2ccncc2)c1CN1CCCCC1	i	-22	-7	4	-12	-3	-6	-12	-2
Cc1cc(=O)oc2cc(NC(=O)c3ccnn3C)ccc12	.	4	-2	1	14	-3	-4	2	1

More records:
canonical_smiles	Neddylation inh	MT1-MMP act inh	E coli Lon inh	NRP1-CendR mod	PABP1 MLLE inh	MsrA act	FAS-TE inh	SKN-1 block	Rin1-Abl PPI inh
Cc1cccc(/C(N)=N/OC(=O)C23CC4CC(CC(C4)C2)C3)c1	i	3	-9	-1	7	-6	9	6	-1
Cc1cc(C)nc(SCSc2nc(C)cc(C)n2)n1	i	2	-11	-1	13	0	-3	1	-4
Oc1ccc(C[C@@H]2CNCCN2CCc2cccc(F)c2)cc1	i	9	1	2	-6	-4	-6	-3	4
Cc1cc(N2Cc3ccccc3C2)ccc1C=O	i	.	-18	-9	-2	-12	2	-13	2
CC(C)NC(=O)c1cc(C2CCCCN2S(=O)(=O)c2cccc3cccnc23)on1 (centres undefined)	i	-2	3	7	10	-3	-6	14	-2
COc1ccc(C(=O)NNC(=O)c2cccs2)cc1S(=O)(=O)N1CCOCC1	i	12	-3	3	-9	0	-3	-12	-2
NS(=O)(=O)c1ccc(NC(=O)CSc2nc3ccccc3c(=O)n2Cc2ccncc2)cc1	i	-1	-1	5	-86	-4	-4	-25	4
COc1ccc(/C(C)=N/NC(=O)c2nnn(-c3nonc3N)c2-c2cccs2)cc1	.	1	-3	7	-3	-3	-2	15	-1
O=c1[nH]c(C(F)(F)C(F)(F)C(F)(F)F)no1	i	3	1	6	7	0	-7	3	-4
Cc1ccccc1OCC(=O)OC(C(=O)c1ccccc1)c1ccccc1 (centres undefined)	i	0	-2	2	-2	-2	-1	-18	1
CN(C)c1ccc(CNC(=O)C2CCN(S(=O)(=O)c3ccc4c(c3)CCC(=O)N4)CC2)cc1	i	-2	1	-4	-19	-1	-3	3	-3
CCCCCOc1ccc(C(=O)CCN2CCOCC2)cc1	i	1	-7	7	13	1	-6	1	-3
CCOc1ccc2ccccc2c1C(=O)NCC(c1ccc(N(C)C)cc1)N(C)C (centres undefined)	i	3	-11	-7	-1	0	-5	13	-2
CCOC(=O)c1c(NC(=O)CSc2nnc(C)s2)sc2c1CCN(C)C2	i	-35	-140	-142	-102	1	-26	2	-8
Brc1cccc(-c2nc3c4ccccc4ccn3c2Cc2ccsc2)c1	i	1	4	1	-12	-3	16	14	-1
CC(NC(=O)CN1CCN(c2cccc(Cl)c2)CC1)c1ccccc1 (centres undefined)	i	-1	0	-3	-3	-11	7	22	3
Cn1nccc1NC(=O)c1nccnc1C(=O)O	i	2	7	-4	-4	-2	-3	-4	2
Cc1ccc(NC(=O)NC2CC(=O)N(c3ccc4c(c3)OCCO4)C2)c(C)c1 (centres undefined)	i	-3	-5	-10	-6	-4	-1	10	-1
